NALP1 inh: NALP1 inflammasome inhibitors in reconstituted yeast, colorimetric, S. cerevisiae, triplicate retest. actives 0.61% (n = 280,000). S. cerevisiae NALP1/ASC/caspase-1 growth, X-gal OD620, 72 h. inhibition, % at 10 µM; in the data active means inhibition mostly above about 24%, no sharp cut-off; inactive means mostly below about 32%; further: some compounds called inactive have numbers as strong as hits
OXTR agonist: human OXTR agonists, primary screen, fluorescence, CHO-OTR cells, Fluo-8 calcium; activation, % at 3 µM; Fluo-8 calcium fluorescence; normalized: DMSO 0%, oxytocin 100%; Oxytocin receptor (Homo sapiens), P30559; actives 0.32% (n = 320,000);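 active means activation above the mean of all tested compounds plus 3 SD, cutoff set per screening run, cut at about 20% in these data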;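 further: peak over basal fluorescence ratio from a 100 s FLIPR kinetic read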
Target sequence (P30559 whole entry, looked up): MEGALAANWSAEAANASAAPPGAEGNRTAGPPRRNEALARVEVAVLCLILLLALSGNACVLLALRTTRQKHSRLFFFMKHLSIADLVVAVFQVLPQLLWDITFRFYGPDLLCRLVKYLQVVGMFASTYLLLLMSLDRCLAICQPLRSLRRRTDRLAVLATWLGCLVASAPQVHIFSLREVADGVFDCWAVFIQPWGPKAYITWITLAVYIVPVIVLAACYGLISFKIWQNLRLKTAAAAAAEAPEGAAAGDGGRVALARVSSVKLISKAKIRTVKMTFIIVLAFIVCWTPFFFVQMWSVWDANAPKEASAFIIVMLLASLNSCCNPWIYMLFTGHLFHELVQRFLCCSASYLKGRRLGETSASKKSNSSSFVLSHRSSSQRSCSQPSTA
MEKK2mut PB1 HTS: MEK5 binding signal on mutant MEKK2 PB1, primary screen, biochemical, multiplex bead flow cytometry, Alexa488-MEK5. AID 1530, 2009. percent response, % at 10 µM. Alexa488-MEK5 binding to MEKK2 mutant. actives 0.35% (n = 290,000); in the data active means percent response above about 24%, passing the limit was not always enough; further: inactives centre near 1; some results filed as inactive read as strong as hits
OXTR potentiate: human OXTR potentiators, primary screen, fluorescence, CHO-OTR cells, Fluo-8 calcium | actives 0.061% (n = 320,000) | activation, % at 3 µM | Fluo-8 calcium fluorescence, potentiator mode; 0% = oxytocin EC15, 100% = EC100;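 active means activation above that plate's cutoff, the mean activation of tested compounds plus 3 SD, cut at about 6.6% in these data, passing the limit was not always enough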;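 further: 100% uses oxytocin at 75 nM as the full agonist control; some results filed as inactive read as strong as hits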
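Measured by – Fluo-8 calcium dye fluorescence · Test system – human OTR in CHO cells · Dosing – one concentration, 3.0 µM compound · Controls – EC15 oxytocin alone as 0%, 75 nM oxytocin as 100% · Evaluation – normalized max/min fluorescence ratio, % activation · Timing – 6 min pre-incubation, 100 s read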
MEKK2wt PB1 HTS: modulators of MEK5 binding to wildtype MEKK2, primary screen, biochemical, multiplex bead flow cytometry, Alexa488-MEK5. Mitogen-activated protein kinase kinase kinase 2 (Homo sapiens), Q9Y2U5. Alexa488-MEK5 binding to MEKK2 WT; actives lie on both sides. binding response (% of control), % at 10 µM. actives 1.1% (n = 290,000); in the data active means binding response below about 67% or above about 130%
V1R ag counter: agonists of human V1a receptor, primary screen, counter-screen for OXTR agonist project, fluorescence, CHO-V1R cells. Fluo-8 calcium fluorescence, agonist mode; 0% DMSO, 100% 3 nM vasopressin. activation, % at 3 µM. actives 0.25% (n = 320,000). Vasopressin V1a receptor (Homo sapiens), P37288;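 active means activation above the mean activation of all tested compounds plus 3 SD, per screening run, cut at about 20% in these data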;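 further: signal is peak over basal fluorescence ratio across a 100 second FLIPR read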
GPR7 antag: GPR7 receptor antagonists, primary screen, cell-based, fluorescence, single concentration; GPR7-expressing cells, fluorescence antagonist assay; actives 1.1% (n = 290,000); AID 1861, 2009; inhibition, % at 4.4 µM; Neuropeptides B/W receptor type 1 (Homo sapiens), P48145; in the data active means inhibition above about 16%, passing the limit was not always enough;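 further: cells stimulated with the agonist NPW; 0% = agonist with vehicle and 100% = vehicle without agonist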
Target sequence (P48145 whole entry, looked up): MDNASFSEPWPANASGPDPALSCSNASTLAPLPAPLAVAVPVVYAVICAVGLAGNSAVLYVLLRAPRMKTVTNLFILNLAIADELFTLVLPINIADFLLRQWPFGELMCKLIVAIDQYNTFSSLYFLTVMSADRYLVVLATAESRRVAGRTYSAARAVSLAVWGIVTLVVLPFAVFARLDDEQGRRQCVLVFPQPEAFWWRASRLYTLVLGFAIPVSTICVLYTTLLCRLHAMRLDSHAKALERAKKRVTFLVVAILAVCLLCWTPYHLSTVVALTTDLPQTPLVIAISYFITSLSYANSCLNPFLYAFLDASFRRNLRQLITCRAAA
M18AAP inhibitor: PfM18AAP inhibitors, malaria aminopeptidase, primary screen, biochemical, QFRET, recombinant enzyme | M18 aspartyl aminopeptidase (Plasmodium falciparum 3D7) | H-Glu-NHMec fluorogenic cleavage | inhibition, % at 7.35 µM | actives 1.2% (n = 290,000);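 active means inhibition above the campaign mean inhibition over all tested compounds plus 3 SD, cut at about 28% in these data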;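 further: 0% = plate median of test compound wells and 100% = 2 mM ZnCl2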
GalR3 antagonist: GalR3 antagonists in HEK293 cells, primary screen, cell-based, fluorescence readout. HEK293 GalR3-CNG cAMP membrane potential fluorescence; galR3 body fused to GalR1 C-terminus. inhibition, % at 3 µM. actives 0.44% (n = 360,000). AID 651719, 2012;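 active means inhibition above the screen-wide average plus 3 SD, cut at about 13% in these data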;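 further: forskolin and galanin both at EC90 stimulate the cells; cAMP rise reported by CNG channel membrane potential dye signal; 0% = forskolin plus galanin with DMSO and 100% = forskolin alone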
Target sequence (O60755 1-299 limits assumed): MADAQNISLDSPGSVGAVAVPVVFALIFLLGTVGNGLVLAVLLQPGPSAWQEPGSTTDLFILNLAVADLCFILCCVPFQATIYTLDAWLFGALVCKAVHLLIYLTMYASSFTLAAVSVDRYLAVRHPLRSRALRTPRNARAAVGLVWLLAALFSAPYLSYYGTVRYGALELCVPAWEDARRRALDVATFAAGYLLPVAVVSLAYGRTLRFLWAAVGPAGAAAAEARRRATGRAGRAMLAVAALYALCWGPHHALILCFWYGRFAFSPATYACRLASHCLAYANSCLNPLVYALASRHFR
An asterisk follows results filed as active; · = no result given.

SMILES	NALP1 inh	OXTR agonist	MEKK2mut PB1 HTS	OXTR potentiate	MEKK2wt PB1 HTS	V1R ag counter	GPR7 antag	M18AAP inhibitor	GalR3 antagonist
CCOC(=O)c1ccccc1NC(=O)CSc1nncn1C	12	-1.3	-9	-17	90	0.5	-3	0	-3
CCn1c(SCC(=O)OC)nnc1-c1ccncc1	7	-0.3	-1	-1	92	1.5	-3	-5	-4
COc1cccc(N2CCN(C(c3ccccn3)c3nnnn3C(C)(C)C)CC2)c1 (stereo not drawn)	3	0.1	11	-7	100	-0.5	-1	-1	-5
CCCCN(CC)C(=S)Nc1ccc2nc3n(c(=O)c2c1)CCCCC3	27	-1.9	-1	-4	104	0.2	3	-4	4
CCN(C(=O)Cc1ccccc1OC)c1nnc(-c2ccncc2)s1	0	-0.7	1	-4	102	-0.2	3	1	-4
N#CCCN(C(=O)COC(=O)C1=COCCO1)c1ccc(F)cc1	·	0.0	·	-3	·	0.2	·	·	-1
O=C(O)CCC(=O)Nc1ccccc1C(=O)Nc1ccccc1	17	0.2	5	-7	122	0.5	3	-9	-2
CC(=O)N1c2ccc(S(=O)(=O)N3CCCCC3)cc2CC1C(=O)Nc1ccc(F)cc1C (stereo not drawn)	-7	0.1	0	-8	106	-0.7	2	-14	-8
CC(C)(C)n1nc2c(c1NC(=O)c1ccccc1C(F)(F)F)CS(=O)(=O)C2	13	-0.2	7	-9	103	-0.8	15	-8	-5
COc1cccc(C(C(=O)NC2CCCC2)N(C(=O)c2ccco2)c2ccccc2F)c1OC (stereo not drawn)	-3	-0.4	-9	-11	88	0.1	-5	-6	-11
CCOc1ccc(C2CC(c3ccc(CC)cc3)Nc3nc(N)nn32)cc1 (stereo not drawn)	14	3.3	0	1	102	2.5	-5	11	0
CC(=O)c1cccc(NC(=O)Cn2cnc(S(=O)(=O)N3CCCCC3)c2)c1	2	-1.0	2	-7	97	0.4	-2	4	-5
O=[N+]([O-])c1cccc(Nc2c([N+](=O)[O-])ccc3nonc23)c1	7	0.5	2	-10	103	0.8	-11	3	-8
CCOc1ccc(/C=C(\C#N)C(=O)Nc2ccccn2)cc1	-4	-0.1	3	-1	106	-0.3	-10	2	-8
Cc1cccc(NC(=O)c2cc([N+](=O)[O-])ccc2N2CCN(C)CC2)c1	6	0.5	2	-5	101	0.2	-2	0	-3
COc1cccc(N=C2SC(CC(=O)Nc3ccccc3)C(=O)N2Cc2ccccn2)c1 (stereo not drawn)	17	0.0	0	-4	97	0.0	-8	7	3
Cc1cc(NC(=O)c2cc(S(=O)(=O)N3CCCCC3)ccc2C)n(-c2ccccn2)n1	-4	-1.2	-4	-7	100	-0.3	-11	-3	-3
CC(=O)c1ccc(S(=O)(=O)NCC(=O)NC(c2nc3ccccc3[nH]2)C(C)C)cc1 (stereo not drawn)	·	1.4	·	-1	·	0.7	·	·	-8
O=C(CN(C1CCCCC1)S(=O)(=O)c1ccc(Cl)cc1)NCc1ccncc1	16	0.8	0	-7	102	0.1	-12	-7	-2
CCN(CC)C(=O)CN(c1cccc(C(F)(F)F)c1)S(C)(=O)=O	25	3.2	-1	-5	101	-0.8	0	-6	-4
CC1(C)Cc2c(sc(/N=C/N3CCCC3)c2C#N)C(C)(C)N1	-84	-0.3	1	-7	101	0.6	7	3	0
COCC(=O)Nc1ccc2c(c1)OCC(=O)N2Cc1ccccc1F	-1	0.1	0	8	98	1.2	-10	-3	-11
C=CCN(c1ccc(C(=O)NCCCn2ccnc2)cc1)S(C)(=O)=O	-7	-0.3	12	2	114	0.0	-15	5	-10
COC(=O)C1=CN(CC2CCCO2)C=C(C(=O)OC)C1c1cccc(O)c1 (stereo not drawn)	-9	-0.8	-8	-5	93	0.1	-15	4	-6
Cc1ccc(S(=O)(=O)NCCC(=O)Oc2ccc3ccc(=O)oc3c2)cc1	9	2.7	-16	-16	88	5.9	-9	-8	-4
Carrying on:
SMILES	NALP1 inh	OXTR agonist	MEKK2mut PB1 HTS	OXTR potentiate	MEKK2wt PB1 HTS	V1R ag counter	GPR7 antag	M18AAP inhibitor	GalR3 antagonist
COc1ccc(OC(=O)CCc2c[nH]c3ccccc23)cc1	-1	-0.8	-8	-6	89	0.9	16	-1	-2
O=c1[nH]ncn1-c1ccccc1C(F)(F)F	27	0.8	1	-13	98	1.3	6	11	4
Cc1ccc2oc(=O)n(Cc3ccc(OC(C)C)cc3)c2c1	8	-1.4	4	-10	104	-0.8	-11	3	-3
Cn1c(=S)[nH]c2[nH]c(=O)cnc2c1=O	14	0.4	-1	-4	117	0.3	-6	4	-6
COC(=O)c1[nH]nc(-c2ccccc2)c1-c1ccccc1	·	1.1	·	-6	·	0.7	·	·	-2
COc1ccc(NS(=O)(=O)c2ccc(N/N=C(\C)c3ccncc3)c([N+](=O)[O-])c2)cc1	21	4.8	-2	-12	96	5.8	-8	0	-2
O=C(CSc1nc2nc3c(cc2c(=O)n1-c1ccccc1)CCCC3)Nc1cccc2ccccc12	26	-1.1	0	-7	101	0.5	7	-3	0
CN1CCn2c1nc(N1CCCCC1)nc2=O	5	-0.1	-2	-15	97	0.1	-10	-2	0
COc1ccc2c(CC(=O)OCC(=O)N3CCc4ccccc43)coc2c1	5	-1.2	-2	-13	96	-0.7	-2	5	-1
CCCOc1ccc(C2C(C#N)=C(N)Oc3nc[nH]c(=O)c32)cc1OC (stereo not drawn)	18	-0.5	-1	-4	96	0.3	-12	6	-4
Cc1nnc(OCC(=O)NCCC2=CCCCC2)c2ccccc12	7	0.2	-2	-4	102	0.6	1	1	-4
COc1ccc(C(=O)N/N=C\c2ccoc2)cc1	20	0.5	5	2	106	1.0	-17	0	4
O=C(NCc1ccc(Cl)cc1)c1ccc(CNc2c(N3CCCC3)c(=O)c2=O)cc1	·	0.9	-1	3	99	0.4	2	-1	-4
Cc1ccccc1NC(=O)NNC(=O)OC(C)(C)C	12	2.1	-1	3	95	1.0	-2	1	4
CC1CCN(CCCCOc2cccc(Br)c2)CC1	30	3.1	6	-13	112	1.9	1	-2	-13
Cc1c(N2C(=O)SC(CC(=O)O)C2=O)c(=O)n(-c2ccccc2)n1C (stereo not drawn)	-4	0.9	3	-2	110	1.2	-10	12	-4
c1ccc(C[C@H]2CN=C(Nc3ccccc3)N2CC2CCC2)cc1	·	2.0	·	0	·	1.9	·	·	-5
Cn1nc(C(=O)N2CCN(C(c3ccccc3)c3ccccc3)CC2)c2ccccc2c1=O	16	-2.0	-28	1	69	-0.1	-16	-8	3
CCCNC(=O)CSc1nnc(C)s1	25	1.5	2	-5	98	-0.3	-2	6	-8
Cc1ccc(C(=O)N(C)CCOc2ccccc2)cc1S(=O)(=O)N1CCCCC1	·	0.8	·	-12	·	5.0	·	·	-7
Cc1cc([N+](=O)[O-])nn1CCCC(=O)N1CCN(c2ccc(F)cc2)CC1	27	0.0	1	-5	106	1.6	4	-2	4
Cc1ccc(OCC(=O)Nc2nc(-c3ccccn3)cs2)c(C)c1	·	-1.1	·	-12	·	-0.6	·	·	-2
COc1cc(C(=O)NNC(=O)c2ccoc2C)cc(OC)c1OC	-1	1.7	-8	-2	99	-0.2	-2	2	-3
CSc1ccc(CN2CCCC(CNC(=O)c3ccc(F)cc3)C2)cc1 (stereo not drawn)	7	1.5	6	-2	107	0.3	6	-7	-4
N#Cc1c(NC(=O)CCC(=O)O)sc2c1CCCCC2	-2	0.7	-13	-2	80	-0.3	-17	31*	-6
The list goes on.
SMILES	NALP1 inh	OXTR agonist	MEKK2mut PB1 HTS	OXTR potentiate	MEKK2wt PB1 HTS	V1R ag counter	GPR7 antag	M18AAP inhibitor	GalR3 antagonist
O=C(COC(=O)CCC(=O)c1ccc(Cl)cc1)NCc1ccc(F)cc1	·	3.3	·	-6	·	2.2	·	·	-7
O=C(N/N=C/c1ccco1)c1cc(-c2ccncc2)nc2ccccc12	22	·	2	·	97	·	18	11	-2
O=C(Nc1nccs1)C1CC=CCC1C(=O)OCC(F)(F)C(F)F (stereo not drawn)	·	0.3	·	-7	·	0.5	·	·	-6
CCCCSc1nc2sc3c(c2c(=O)n1-c1ccccc1)CCN(C)C3	14	-1.2	12	-13	113	0.1	-10	10	-11
O=c1cc(CN2CCN(c3ccccn3)CC2)nc2sccn12	14	0.2	-7	-4	100	0.8	-10	-2	-3
COCCN(CC(=O)Nc1cccc(C)c1C)C(=O)Cn1c(=O)cnc2ccccc21	·	-0.5	·	-6	·	-1.5	·	·	-2
Cc1cc(C(=O)CSc2nc(N)cc(=O)[nH]2)c(C)n1-c1cccc(F)c1	31	0.5	-3	-6	97	1.9	-2	4	6
Cc1ccc(C23CC4CC(CC(C(=O)NC(C(=O)O)C(C)C)(C4)C2)C3)cc1 (stereo not drawn)	-2	-0.8	8	-9	104	0.4	3	-8	-3
CC(=O)OCC(=O)[C@@]1(O)CC[C@H]2[C@@H]3C[C@H](C)C4=CC(=O)C=C[C@]4(C)[C@H]3[C@@H](O)C[C@@]21C	5	0.9	5	-18	107	0.2	-15	3	·
COc1ccc(CN(C)CC2CCCN(CCc3ccc(Cl)cc3)C2)cc1OC (stereo not drawn)	18	1.6	8	0	130	0.6	4	-5	-4
Cc1cc(C)cc(NC(=O)CN2C(=O)NC(C)(c3ccccc3)C2=O)c1 (stereo not drawn)	15	2.7	13	-9	97	1.8	-6	8	4
O=C(NCCC1=CCCCC1)C(=O)NCC1OCCCN1S(=O)(=O)c1ccc(F)cc1 (stereo not drawn)	-12	-1.2	5	-18	101	2.8	-1	5	-4
COc1cc(/C=C/C(=O)OCC(=O)N2c3ccccc3NC(=O)C2(C)C)cc(OC)c1OC	·	0.4	·	-5	·	4.1	·	·	0
Cc1ccc(-n2ncc3c(=O)n(CC(=O)NCc4ccco4)cnc32)cc1C	·	2.5	0	0	108	3.4	15	0	1
O=C(Nc1ccccc1Cl)C1CCCN1C(=O)OCc1ccccc1 (stereo not drawn)	-12	-1.6	1	-6	95	-0.4	-9	-8	-3
O=C(NCCO)c1scc2c1OCCO2	19	1.2	2	-3	106	0.9	-14	0	-1

Exported with bars between the fields: part of the list above
molecule | NALP1 inh | OXTR agonist | MEKK2mut PB1 HTS | OXTR potentiate | MEKK2wt PB1 HTS | V1R ag counter | GPR7 antag | M18AAP inhibitor | GalR3 antagonist
COc1ccc(CN(C)CC2CCCN(CCc3ccc(Cl)cc3)C2)cc1OC (stereo not drawn) | 18 | 1.6 | 8 | 0 | 130 | 0.6 | 4 | -5 | -4
COc1cc(/C=C/C(=O)OCC(=O)N2c3ccccc3NC(=O)C2(C)C)cc(OC)c1OC | · | 0.4 | · | -5 | · | 4.1 | · | · | 0

Not a hit list; about 4.1% have a hit in one of these screens.
